Exocytosis inh: lytic granule exocytosis inhibition; TALL-104 LAMP-1 surface exposure, flow cytometry; cells stimulated with thapsigargin and PMA; inhibition, % at 10 µM; actives 0.66% (n = 360,000); AID 651702;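 active means inhibition above about 55%, limit read from the data; inconclusive means no clear call, values can overlap the other calls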
HTR2A ag: activates the mouse 5-HT2A serotonin receptor; P35363; actives 0.66% (n = 360,000); AID 624169; activation, % at 7.6 µM; CHO-K1 mHTR2A beta-arrestin complementation, luminescence; percent of 30 µM serotonin response;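 active means activation above a run cutoff, the mean activation of all tested compounds plus 3 SD, cut at about 14% in these data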;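 further: 0% = plate median of compound wells and 100% = 30 µM serotonin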
Target sequence (P35363 whole entry, looked up): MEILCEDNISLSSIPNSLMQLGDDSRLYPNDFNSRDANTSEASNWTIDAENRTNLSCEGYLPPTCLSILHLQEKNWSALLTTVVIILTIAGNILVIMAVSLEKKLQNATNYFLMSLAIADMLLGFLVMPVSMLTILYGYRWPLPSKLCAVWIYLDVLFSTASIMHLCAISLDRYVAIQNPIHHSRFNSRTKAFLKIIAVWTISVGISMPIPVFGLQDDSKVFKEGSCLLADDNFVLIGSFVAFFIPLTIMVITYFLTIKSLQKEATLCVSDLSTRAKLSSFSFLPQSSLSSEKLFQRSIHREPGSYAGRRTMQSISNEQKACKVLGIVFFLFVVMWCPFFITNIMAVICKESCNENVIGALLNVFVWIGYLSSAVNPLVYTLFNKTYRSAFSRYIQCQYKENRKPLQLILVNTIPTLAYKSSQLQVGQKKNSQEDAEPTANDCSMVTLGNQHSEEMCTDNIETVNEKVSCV
Glyco luc inh: blocks N-linked glycosylation in D54 reporter cells; reporter increase, % at 12.5 µM; D54 ERlucT glycosylation luciferase reporter, 24 h; percent of 100 nM tunicamycin response; actives 0.23% (n = 360,000); AID 588692;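 active means mean luciferase reporter signal, scaled so untreated is 0 and the glycosylation-blocking control 100, at or above a set limit in every replicate; inconclusive means mean reaches the limit but not every replicate does; inactive means mean below the limit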;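 further: luciferase carries N-glycosylation sites so blocking glycosylation raises the light; 0% = median of neutral control wells and 100% = median of 100 nM tunicamycin wells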
PDI inh: blocks human protein disulfide isomerase activity; PDI insulin aggregation turbidity, A650, 90 min; AID 588391; actives 0.052% (n = 350,000); P07237; inhibition, % at 10 µM;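 active means mean inhibition across replicates of 30% or more, whatever share of single replicates reach that level; inconclusive means mean inhibition below 30% while every single replicate reaches 30%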;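 further: absorbance from insulin aggregation driven by PDI reduction with DTT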
Target sequence (P07237 whole entry, looked up): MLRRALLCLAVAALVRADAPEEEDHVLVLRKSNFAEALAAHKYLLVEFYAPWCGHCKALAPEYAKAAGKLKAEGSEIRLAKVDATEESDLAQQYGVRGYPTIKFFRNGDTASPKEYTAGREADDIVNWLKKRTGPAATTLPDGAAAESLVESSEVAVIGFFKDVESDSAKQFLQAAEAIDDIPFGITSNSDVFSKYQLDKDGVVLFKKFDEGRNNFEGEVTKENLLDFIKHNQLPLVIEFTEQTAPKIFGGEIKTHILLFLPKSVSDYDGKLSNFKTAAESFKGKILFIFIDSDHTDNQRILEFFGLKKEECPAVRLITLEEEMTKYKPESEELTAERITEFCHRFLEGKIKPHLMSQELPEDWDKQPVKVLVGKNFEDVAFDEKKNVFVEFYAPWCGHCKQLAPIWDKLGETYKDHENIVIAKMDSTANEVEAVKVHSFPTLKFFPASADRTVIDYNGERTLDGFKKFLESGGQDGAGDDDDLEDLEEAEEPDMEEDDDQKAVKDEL
aDG glyco act: alpha-DG glycosylation activation. Pro5-aDG cells, alpha-DG glycosylation AlphaScreen (IIH6); 0% Pro5, 100% B10-LARGE cell signal. activation, % at 10 µM. actives 0.22% (n = 360,000);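 active means activation of at least 8% versus controls, or a plate z-score of at least 8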;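 further: Pro5 are CHO cells carrying HIG-tagged alpha-DG that lacks glycosylation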
iPSC survival up: enhancers of human iPSC single-cell survival | AID 602274 | survival enhancement, % at 20 µM | hiPSC single-cell survival, ATPlite luminescence; 100% = ROCK inhibitor wells, 0% = DMSO | actives 0.044% (n = 360,000); in the data active means survival enhancement above about 18%;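 further: cells exposed to compounds for 16 hours before the ATP read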
Vif imaging: inhibitors of HIV Vif | HEK293T cells, Vif self-association by quenched fluorescence, imaging, 24 h | inhibition, % at 7.49 µM | actives 0.35% (n = 340,000); in the data active means inhibition above about 50%, passing the limit was not always enough; inconclusive means no clear call, values can overlap the other calls; inactive means below about 31%; further: some results filed as inactive read as strong as hits
Cardio protect: modulators protecting cardiomyocytes from myocardial damage | H9c2 cardiomyocytes, H2O2 injury protection, ATPLite, 2 h | AID 588492 | protection from H2O2 cell death, % at 20 µM | actives 0.63% (n = 360,000);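 active means compounds giving at least 50% protection of heart cells from peroxide-induced death in the single-dose screen, raw or plate-pattern-corrected value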;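 further: 0% = DMSO wells with peroxide and 100% = DMSO wells without peroxide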
ABCB6 inh MLPCN: human ABCB6 transporter inhibition | fluorescence ratio to DMSO, % at 10 µM | K562-ABCB6 porphyrin accumulation, flow cytometry, 1 h; active compounds read low | actives 0.19% (n = 360,000) | AID 602162 | Q9NP58;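 active means fluorescence ratio to DMSO below 75%, the collection mean minus 3 SD; inconclusive means too few cells collected in the well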;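 further: signal is porphyrin accumulated inside mitochondria; 100% equals median channel fluorescence of DMSO control wells; lower ratio means ABCB6 inhibition with less porphyrin fluorescence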
CaV13 ICDI inh: Primary screen for inhibitors of IQ motif and Ca2+-dependent inactivation inhibitor domain binding in CACNA1D, Förster resonance energy transfer in living cells, …; AID 743397; actives 0.098% (n = 340,000); HEK cells, CFP/YFP FRET ICDI-IQ, plate reader, 10 min; percent FRET-ratio fall versus neutral wells; inhibition, % at 12.3 µM;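 active means mean replicate inhibition of at least 30% and at least 1% of replicates passing that level; inconclusive means only one of the two criteria is met; inactive means neither criterion is met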;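 further: 0% = median of the neutral control wells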
The depositor's hits bear a star; u = inconclusive; x = no result given.

SMILES	Exocytosis inh	HTR2A ag	Glyco luc inh	PDI inh	aDG glyco act	iPSC survival up	Vif imaging	Cardio protect	ABCB6 inh MLPCN	CaV13 ICDI inh
N=c1c(C(=O)NCc2ccc(F)cc2)cc2c(=O)n3ccccc3nc2n1Cc1ccco1	13	-3	-2	-11	0.9	-0.6	20	-31	114	x
COCC(C)n1c(SCC(=O)NC(=O)NCc2ccccc2)nc2ccccc2c1=O (centres undefined)	5	-5	-1	-7	-0.2	1.0	-23	-5	99	-5
C/C(=N\NS(=O)(=O)c1ccc([N+](=O)[O-])cc1)c1ccc2c(c1)OCO2	-7	8	0	10	0.1	-0.3	3	-1	94	-6
C/C(CC(=O)N(C(C)C)C(C)C)=N\NC(=O)COc1ccc(Cl)cc1Cl	-6	0	1	-3	0.0	-0.1	0	-4	98	-8
COc1ccc(S(=O)(=O)NC2CC3CCC2C3)cc1Cl (centres undefined)	-1	-4	0	-7	0.5	8.2	-10	2	94	-8
COc1cccc(CNC(=O)C2(C)Oc3ccccc3NC2=O)c1 (centres undefined)	0	0	2	3	-0.2	4.3	x	16	83	-5
NC(=O)C(Cc1ccccc1)NC(=O)C12CC3CC(CC(C3)C1)C2 (centres undefined)	-1	4	0	0	0.0	0.2	0	-3	98	-5
CC1(c2ccccc2)NC(=O)N(CC(=O)NCc2ccc3c(c2)OCO3)C1=O (centres undefined)	-4	10	-2	-6	-0.1	-0.7	11	-6	97	-4
Cc1nn(C)c(N)c1[N+](=O)[O-]	-1	-7	2	-12	0.0	-0.5	0	2	101	-5
C[C@H](CO)N1C[C@H](C)[C@@H](CN(C)S(=O)(=O)c2ccccc2)Oc2c(NC(=O)Cc3ccccc3)cccc2C1=O	4	-2	28*	17	0.1	-2.4	12	0	99	-4
CC(/C=N/NC(=O)c1ccc(Cn2cc([N+](=O)[O-])cn2)o1)=C\c1ccccc1	9	6	-1	5	2.5	-0.2	-3	-8	96	-3
Cc1cc(Cl)ccc1OCCCC(=O)N1CCN(S(=O)(=O)c2ccccc2)CC1	8	10	-4	2	0.7	-0.2	4	-10	101	-8
Cc1cccc(OCC(=O)O/N=C(\N)c2ccccn2)c1C	-2	-1	-3	-2	-0.1	-1.1	x	-1	90	-4
Cc1cccc(OCCCC(=O)Nc2ccc(S(=O)(=O)Nc3ncccn3)cc2)c1C	-2	9	5	-9	0.0	0.1	8	0	100	-5
O=S(=O)(NCCc1nnc2ccc(SCc3cccnc3)nn12)c1ccccc1	6	-6	0	-1	-0.4	3.2	-29	19	97	-6
CCc1c(Nc2ccccc2Cl)nc(N)[nH]c1=O	1	-4	17	0	0.0	-0.6	11	10	99	-5
C[C@@H]1C=C(C(=O)N2CCN(Cc3ccccc3)CC2)O[C@H](OCc2ccc(CO)cc2)C1	-1	-5	0	5	-0.3	-4.4	4	1	97	-3
CC(C)c1c(C(=O)N/N=C/c2ccc(C(F)(F)F)cc2)nnn1-c1nonc1N	3	-2	5	0	1.1	-0.6	0	-7	98	-4
CCOc1ccc(-c2nc3c(s2)CCc2onc(-c4ccc(OC)cc4)c2-3)cc1	-5	4	3	-9	-0.4	1.9	2	-2	104	-6
NC(=O)c1ccsc1NC(=O)C1CCCCC1	-2	3	-4	-1	0.0	-0.1	3	14	95	-6

Among those listed so far, two have fluorine.
SMILES	Exocytosis inh	HTR2A ag	Glyco luc inh	PDI inh	aDG glyco act	iPSC survival up	Vif imaging	Cardio protect	ABCB6 inh MLPCN	CaV13 ICDI inh
N=c1c(C(=O)NCc2ccc(F)cc2)cc2c(=O)n3ccccc3nc2n1Cc1ccco1	13	-3	-2	-11	0.9	-0.6	20	-31	114	x
CC(C)c1c(C(=O)N/N=C/c2ccc(C(F)(F)F)cc2)nnn1-c1nonc1N	3	-2	5	0	1.1	-0.6	0	-7	98	-4

(further entries)
SMILES	Exocytosis inh	HTR2A ag	Glyco luc inh	PDI inh	aDG glyco act	iPSC survival up	Vif imaging	Cardio protect	ABCB6 inh MLPCN	CaV13 ICDI inh
COc1ccc(NC(=O)c2c(N)no[n+]2[O-])cc1	1	7	3	3	0.4	0.8	-3	-2	94	9
C=CCNC(=S)NNc1ncnc2sc3c(c12)CC(C)(C)OC3	4	-3	0	-6	0.4	0.0	-8	7	108	-4
COc1ccc(CNC(=O)CCn2nc(C)c3c(C)n(-c4ccccc4)nc3c2=O)c(OC)c1	11	-2	1	1	0.0	-0.1	-5	2	95	-2
Cc1cccc(NC(=S)NCCSc2ccc(Cl)cc2)c1	42	-2	0	-9	0.2	-0.6	-1	-28	96	3
CO/N=C/NC(=O)c1c(OC)ccnc1Oc1ccc(Cl)cc1	0	-4	-1	3	-0.1	-0.5	2	-2	94	-12
C=CC1=C(C(=O)O)N2C(=O)C(NC(=O)Cc3ccccc3)C2SC1 (centres undefined)	x	0	0	1	1.5	7.0	6	3	x	-6
Cc1ccc(NC(=O)c2ccnc(C(C)(C)C)c2)cc1	5	1	-8	3	0.3	9.4	-9	2	94	-5
O=[N+]([O-])c1ccc(N2CCCCC2)s1	u	-1	2	24	-0.2	-0.2	7	-3	96	-5
CCCC(=O)N(CCN(Cc1ccccc1)C(=O)CCC)Cc1ccccc1	4	-6	0	12	0.1	-1.0	-18	1	107	x
CCCCC1C2=C(CC(C)(C)CC2=O)OC2=C1C(=O)CC(C)(C)C2	-10	-5	-4	-3	0.1	-3.2	5	-9	101	-4
Oc1ccc(CN2CCCCC2)c2cccnc12	-1	0	-2	-4	-0.2	5.2	-10	15	83	-8
Cc1cccnc1C(NC(=O)C1CCN(Cc2ccc(Cl)cc2)CC1)c1ccc(F)cc1 (centres undefined)	12	-5	-4	5	0.2	-1.0	14	-1	99	-6
CCSc1nc(N2CCOCC2)c2c(c1C#N)CC(C)(C)N(C)C2	3	0	2	-1	0.0	-5.5	-7	-4	100	x
O=C(CNC(=O)c1cc2ccccc2o1)NCc1cccs1	-13	-4	0	-3	0.0	5.8	17	3	87	-6
O=[N+]([O-])c1ccc(NC2CCCCC2)nc1	-2	-3	2	-5	-0.1	-1.3	-4	-4	96	-6
O=C(c1cc([N+](=O)[O-])ccc1Cl)N1CCN(Cc2ccc3c(c2)OCO3)CC1	1	-3	-2	0	0.4	-0.4	18	-2	97	-2
CN(Cc1cccnc1)C(=O)c1ccc(Cl)c(NS(=O)(=O)c2ccc(F)cc2)c1	-2	-3	2	-5	-0.2	0.0	23	3	102	-2
Cc1ccc(-c2nc3ncccc3n2O)cc1	-3	2	1	-6	0.1	0.0	-3	-2	97	-4
COc1ccc(B(O)O)c(CN2CCN(C(=O)OC(C)(C)C)CC2)c1	-4	8	3	-1	0.3	8.3	-2	18	95	-10
CCc1nnc(NC(=O)CSc2nnc(CNC(=O)c3ccccc3)o2)s1	2	11	1	-4	1.3	-1.4	-6	3	101	-11
COc1ccc(/C=C2\SC(=S)N(CCC(=O)Nc3cccc(O)c3)C2=O)cc1OC	-2	4	2	3	0.1	0.3	9	7	104	-5
CC1(C(=O)NCc2cccnc2)CCC(=O)N1Cc1cccs1 (centres undefined)	3	-1	1	7	-0.2	-0.1	5	7	101	-7
CSc1nncc(/C(C)=N\Nc2ccccc2)n1	-1	-3	1	-13	0.4	5.6	x	-14	97	x
C1=C(c2sc3ccccc3c2-c2ccc(OCCN3CCOCC3)cc2)CCCC1	31	-6	1	-4	1.3	9.4	-1	-5	94	-11
CC(Oc1ccccc1)C(=O)OCC(=O)N1CC(=O)Nc2ccccc21 (centres undefined)	-1	2	2	-1	0.2	2.6	0	-6	101	-4
Cc1ccc(S(=O)(=O)/N=C(/c2ccccc2)N(C)c2ccc(O)cc2)cc1	-2	-1	-5	18	-0.2	-0.5	x	0	106	-5
COCCn1cnc2c1c(=O)n(CC(=O)NC1CCCCC1)c(=O)n2Cc1ccccc1	-4	1	0	0	-0.2	-2.4	1	-3	99	-4
CCc1nnc(NC(=O)CCC(=O)NCC2CCCO2)s1 (centres undefined)	2	-1	2	-6	-0.3	-0.1	7	35	96	-5
CCCCc1cc(=O)oc2c(C)c(OCC(=O)N3CCC(C(N)=O)CC3)ccc12	1	5	0	x	0.0	-1.1	9	1	101	x
O=C(c1ccco1)N1CCN(c2ncccn2)CC1	8	-1	1	x	-0.2	-2.2	18	-4	98	-4
Cc1c(NC(=O)COC(=O)c2ccc(S(=O)(=O)N3CCOCC3)cc2)c(=O)n(-c2ccccc2)n1C	0	5	3	-2	-0.2	-0.2	-6	-2	92	-3
COCC(=O)N1CCC(n2nnc3cc(C(F)(F)F)ccc32)CC1	-14	-1	1	-1	0.1	1.4	19	4	100	-6
C=CCNC(=O)c1ccc(CN2CCC(Cc3ccccc3)CC2)cc1	18	-8	-2	0	-0.2	0.7	0	-3	99	-20
COc1ccc2oc(=O)c(C(=O)NCc3ccc4c(c3)OCO4)cc2c1	0	2	-1	2	0.2	-2.9	3	8	95	-8
Cc1c(C)c2ccc(OCC(=O)Nc3nccs3)cc2oc1=O	-3	7	-19	-1	-0.3	-0.6	-5	-11	105	-3
Cn1c(-c2cccc([N+](=O)[O-])c2)cnc1NCc1cccc(F)c1	-1	-3	3	-1	0.1	-1.0	-4	7	97	-3
Cc1nn(Cc2ccc(F)cc2)c(C)c1NC(=O)c1cc2ncc(Br)cn2n1	-4	-2	-1	13	-0.3	-0.4	-1	-11	95	-17
CS(=O)(=O)N(CCc1ccccc1)CC(=O)N1CCCCC1	-1	-4	x	13	0.0	4.2	x	-5	80	-5
CCC(=O)N1CCc2cc(S(=O)(=O)CCC(=O)N3CCCC(C)C3)ccc21 (centres undefined)	-8	-6	3	-1	-0.1	-0.1	6	3	98	-2
O=c1cc(-c2ccccc2)nc(N2CCN(Cc3ccccc3)CC2)[nH]1	0	8	14	9	-0.3	-3.0	-3	4	100	-6
COc1cc(-c2nc3n(c(=O)c2C#N)CCS3)cc(OC)c1OC	1	-1	1	-7	-0.1	0.6	-2	1	102	-4
O=C(Nc1ccc(N2CCOCC2)cc1N1CCOCC1)c1ccc(Cl)cc1	0	-2	2	8	0.1	-0.3	3	7	89	-2
O=C(Nc1cccc(S(=O)(=O)N2CCOCC2)c1)c1ccc2c(=O)n3c(nc2c1)CCCCC3	6	0	-4	7	-0.1	-0.5	2	15	95	0
C=CCOc1ccc(/C=C2/C(=O)ON=C2C)cc1OCC	-21	6	8	17	0.1	-0.5	-12	-4	102	-3
Cc1noc(NS(=O)(=O)c2ccc(NC(=O)COc3ccc(Cl)cc3Cl)cc2)c1C	-3	4	1	3	-0.2	2.6	-4	-13	103	-7
O=C(CNCc1cccnc1)Nc1cc(C(F)(F)F)ccc1N1CCOCC1	4	3	1	8	0.6	-0.8	x	4	102	-5
Cc1ccc(C(C)C)c(OCC(=O)NNC(=O)C(C(C)C)N2C(=O)c3ccccc3C2=O)c1 (centres undefined)	6	0	2	19	0.0	3.0	-1	4	99	-5
CCc1nc(SCC(=O)NCC2CCCO2)c2oc3ccccc3c2n1 (centres undefined)	-4	6	-4	4	0.0	-3.8	-10	-16	89	x
COc1cc(N)c(Cl)cc1C(=O)OCC(=O)N1c2ccccc2NC(=O)C1(C)C	6	6	-1	1	-0.1	1.6	-4	10	93	-6

Screening results as filed in PubChem.
